# Compound activity from PubChem.
# ABCB1 inh = ABCB1 efflux pump inhibitors, primary screen, cell-based, multiplex, flow cytometry, ABCG2 counter-screen | 0.067% of 190,000 active | CCRF-Adr cells, JC-1 efflux | ATP-dependent translocase ABCB1 (Homo sapiens), P08183 | inhibition, % at 6.6 µM; in the data active means inhibition above about 40%;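 further: 0% = vehicle and 100% = reference inhibitor; higher value means more JC-1 retained so stronger ABCB1 efflux block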
# Target sequence (P08183 whole entry, looked up): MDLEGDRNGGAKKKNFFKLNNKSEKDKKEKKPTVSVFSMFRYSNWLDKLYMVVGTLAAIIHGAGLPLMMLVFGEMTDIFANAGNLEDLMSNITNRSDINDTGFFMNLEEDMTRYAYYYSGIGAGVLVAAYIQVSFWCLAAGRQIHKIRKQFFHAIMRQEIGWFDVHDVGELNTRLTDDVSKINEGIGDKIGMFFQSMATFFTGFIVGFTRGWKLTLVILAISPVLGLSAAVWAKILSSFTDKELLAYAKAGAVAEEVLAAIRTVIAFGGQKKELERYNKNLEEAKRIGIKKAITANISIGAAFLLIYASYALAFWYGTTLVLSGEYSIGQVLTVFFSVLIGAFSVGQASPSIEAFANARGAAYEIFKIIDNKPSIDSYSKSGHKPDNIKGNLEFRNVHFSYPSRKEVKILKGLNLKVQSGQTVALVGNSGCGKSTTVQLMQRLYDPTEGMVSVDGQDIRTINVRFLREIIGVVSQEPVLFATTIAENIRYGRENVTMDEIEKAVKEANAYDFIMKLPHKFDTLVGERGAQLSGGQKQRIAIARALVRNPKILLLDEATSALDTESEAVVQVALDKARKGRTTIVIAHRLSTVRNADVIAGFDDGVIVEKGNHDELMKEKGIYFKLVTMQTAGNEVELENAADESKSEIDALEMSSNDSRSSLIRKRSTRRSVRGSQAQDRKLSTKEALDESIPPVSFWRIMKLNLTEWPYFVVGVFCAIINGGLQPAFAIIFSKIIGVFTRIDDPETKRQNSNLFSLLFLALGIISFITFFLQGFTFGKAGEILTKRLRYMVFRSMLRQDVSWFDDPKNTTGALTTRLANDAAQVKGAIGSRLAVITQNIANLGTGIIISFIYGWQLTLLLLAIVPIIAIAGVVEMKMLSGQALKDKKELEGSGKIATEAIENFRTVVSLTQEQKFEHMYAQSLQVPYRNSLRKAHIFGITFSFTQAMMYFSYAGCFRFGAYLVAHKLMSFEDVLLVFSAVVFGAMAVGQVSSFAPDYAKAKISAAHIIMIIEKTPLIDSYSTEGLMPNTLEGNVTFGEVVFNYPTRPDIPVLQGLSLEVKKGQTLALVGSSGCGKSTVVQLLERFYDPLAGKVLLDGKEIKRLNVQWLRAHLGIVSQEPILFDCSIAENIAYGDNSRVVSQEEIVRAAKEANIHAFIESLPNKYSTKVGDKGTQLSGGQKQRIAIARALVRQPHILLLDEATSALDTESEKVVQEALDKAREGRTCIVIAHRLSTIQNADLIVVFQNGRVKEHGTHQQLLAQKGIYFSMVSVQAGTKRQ
# Bim-Bcl-W = inhibitors of Bim binding to Bcl-W, primary screen, biochemical, multiplexed, bead-based flow cytometry; Bcl-2-like protein 2 (Homo sapiens), Q92843; Bim peptide-Bcl-W binding; inhibition, % at 10 µM; 0.02% of 190,000 active;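 further: 0% = bound tracer without compound and 100% = peptide blocker; higher means less fluorescent Bim peptide bound to Bcl-W beads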
# Avidin fluor = green autofluorescence of compounds with avidin beads – biophysical, 488/530 nm, flow cytometry, artefact control, profiling panel | 0.38% of 220,000 active | fluorescence (KMESF) at 10 µM | compound fluorescence 488/530 nm; active compounds read high | AID 1775, 2009; in the data active means fluorescence above about 47; further: inactives centre near 10
# RGS7-Gao reg = RGS7-Galphao binding modulators, primary screen, biochemical, multiplexed bead flow cytometry; Guanine nucleotide-binding protein G(o) subunit alpha (Homo sapiens), P09471; actives lie on both sides; binding response (% of control), % at 10 µM; 0.35% of 220,000 active; AID 1439, 2008; in the data active means binding response below about 49% or above about 150%; inconclusive means no clear call, values can overlap the other calls; inactive means in between;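 further: fluorescent Galphao held in activated GDP-AlF4 state binding bead-coupled RGS7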
# RGS4-Gao reg = modulators of RGS4 binding to Galphao, primary screen, biochemical, multiplexed bead flow cytometry; actives lie on both sides; binding response (% of control), % at 10 µM; 0.33% of 220,000 active; in the data active means binding response below about 49% or above about 150%; inactive means in between;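 further: fluorescent Galphao activated with aluminum fluoride binding bead-coupled RGS4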
# Bcl-B Bim block = inhibitors of Bim-Bcl-B binding, primary screen, biochemical, multiplexed, human Bcl-2 family; bead-based flow cytometry, Bim peptide-Bcl-B binding; inhibition, % at 10 µM; 0.073% of 190,000 active;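 further: 0% = tracer peptide without compound and 100% = reference inhibitor peptide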
# ABCG2 block = ABCG2 efflux pump inhibitors, primary screen, multiplex with ABCB1, IgMXP3 cells, flow cytometry. inhibition, % at 6.6 µM. Broad substrate specificity ATP-binding cassette transporter ABCG2 (Homo sapiens), Q9UNQ0. AID 1325, 2008. 0.1% of 190,000 active. JC-1 efflux;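 active means inhibition above 80%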;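 further: 0% = DMSO and 100% = nicardipine control wells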
#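 System: two drug-resistant human cell lines, ABCG2 and ABCB1; controls: nicardipine high and DMSO low controls; times: 10 min exposure at 25 °C with rotation, no wash; detection: flow cytometry of retained JC-1 fluorescence; read-out basis: percent efflux inhibition, scaled nicardipine 100% to DMSO 0%; doses: one concentration, 6.6 µM final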
# Bim-Bfl-1 = inhibitors of Bim binding to Bfl-1, primary screen, biochemical, multiplexed, bead-based flow cytometry; Bcl-2-related protein A1 (Homo sapiens), Q16548; Bim-Bfl-1 binding inhibition; inhibition, % at 10 µM; 0.12% of 190,000 active;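 further: 0% = wells without compound plus tracer and 100% = blocker peptide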
# GSH bead fluor = compound fluorescence on glutathione beads, profiling panel, artefact control, biophysical, 488/530 nm, flow cytometry; AID 1776, 2009; fluorescence (KMESF) at 10 µM; 0.25% of 190,000 active; GSH beads flow cytometry, compound fluorescence 488/530 nm; active compounds read high; in the data active means fluorescence above about 89;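 further: glutathione beads carrying GST-tagged Bcl family fusion proteins plus one bare bead set; values are compound well signal with DMSO vehicle wells as background; inactives centre near 16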
# Bim-Bcl-XL = inhibitors of Bim-Bcl-XL binding, primary screen, biochemical, multiplexed, bead flow cytometry, human Bcl-XL; Bcl-2-like protein 1 (Homo sapiens), Q07817; Bim peptide-Bcl-XL binding, fluorescence; inhibition, % at 10 µM; 0.04% of 190,000 active; AID 1007, 2008
# Bcl-2 Bim block = inhibitors of Bim-Bcl-2 binding, primary screen, biochemical, multiplexed, human Bcl-2 family | Apoptosis regulator Bcl-2 (Homo sapiens), P10415 | Bead-based flow cytometry, Bim peptide-Bcl-2 binding | inhibition, % at 10 µM | 0.06% of 190,000 active | AID 950, 2007; in the data active means inhibition above about 40%; inconclusive means no clear call, values can overlap the other calls;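 further: 0% = no compound wells with probe peptide and 100% = reference peptide inhibitor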
# An asterisk follows results filed as active; ? = inconclusive; nt = not tested or not shown. Unless noted, no stated cut-off is given here; in the data, active means inhibition above about 40%.
SMILES,ABCB1 inh,Bim-Bcl-W,Avidin fluor,RGS7-Gao reg,RGS4-Gao reg,Bcl-B Bim block,ABCG2 block,Bim-Bfl-1,GSH bead fluor,Bim-Bcl-XL,Bcl-2 Bim block
Clc1ccc(-c2cccs2)nn1,0.0,-4,12,93,102,-3,0,-2,17,0,-2
CCOc1ccccc1C1C(C#N)=C(N)Oc2cc(C)n(Cc3ccccn3)c(=O)c21 (stereo unspecified),1.4,-2,33,99,98,-8,9,-18,20,-7,-10
COc1ccc(C/C(N)=N/OC(=O)Cc2ccc(OC)c(OC)c2)cc1,0.6,0,22,95,99,-4,2,-2,8,-2,-4
CN=C(Nc1cc(C)nn1CCC#N)c1ccccc1,0.5,-1,37,99,102,1,1,0,14,0,1
CCN1CCN(c2cc(C)c3cc(NC(=O)c4ccc(OC)c(OC)c4)ccc3n2)CC1,0.7,-2,7,101,105,-8,1,-5,27,-4,-5
COc1ccccc1CNS(=O)(=O)c1ccc(NC(C)=O)cc1,0.1,0,7,94,92,-8,2,-9,43,0,-4
COc1ccc(-c2nn(C)c3sc(C(=O)N4CCOCC4)cc23)cc1OC,2.2,0,29,103,100,-5,15,-12,23,0,-5
CC(C)C(C)NC(=O)COC(=O)c1cccc(C(=O)OCC(=O)NC(C)C(C)C)n1 (stereo unspecified),0.1,3,14,101,96,-5,4,-2,14,0,-1
Cc1cc(NS(=O)(=O)c2ccc(NC(=S)NC(=O)c3ccccc3)cc2)no1,nt,0,6,95,97,1,nt,-4,9,3,-2
O=C(CSc1ncn[nH]1)NC1CCCc2ccccc21 (stereo unspecified),0.2,0,23,115,114,-1,3,-8,9,0,0
CN(C(=O)COc1nnc(-c2cccs2)c(-c2cccs2)n1)c1ccccc1,1.0,3,8,105,102,-6,2,-6,13,-2,-8
CN(C)CCCNc1ccc(S(N)(=O)=O)cc1[N+](=O)[O-],-0.5,0,6,99,101,0,-1,0,11,-1,1
COc1ccc(CCNC(=O)c2cc(CC(C)C)on2)cc1OC,0.5,1,9,108,105,-5,3,-8,22,-7,-9
Cc1ccc(N2CCN(S(=O)(=O)N(C)C)CC2)cc1Cl,0.3,0,9,94,93,-1,1,-2,34,-6,0
CCOC(=O)n1c(=O)n(Cc2cccc(F)c2)c2ccccc21,0.2,0,11,105,101,-3,1,-5,12,-1,-2
CC1(C)CC(=O)CC(C)(C)N1OC(=O)c1ccco1,0.8,0,6,104,103,-3,2,-14,63,-1,-8
O=C(NC(NC(=S)Nc1c(Cl)cc(Cl)cc1Cl)C(Cl)(Cl)Cl)OCc1ccccc1 (stereo unspecified),-1.2,-5,7,98,102,-10,-7,-13,17,-10,-5
CCCC1C(C#N)=C(N)Oc2cc(C)n(C)c(=O)c21 (stereo unspecified),0.0,-2,34,102,105,-4,0,-2,12,1,-6
CCOC(=O)c1cc2c(C)n(-c3ccc(OCC)cc3)c(C)c2cc(C(=O)OCC)c1=O,0.7,-3,11,101,100,-11,4,-11,13,-4,1
CCn1c2ccccc2c2cc(NC(=O)C(=O)N3CCOCC3)ccc21,0.8,-2,12,99,99,-6,5,-11,14,-3,-3
COc1ccccc1NC(=O)NCC(=O)Nc1c(C)cccc1C,-0.2,-5,11,104,103,-1,0,-4,15,-4,-5
O=C1CC(c2cccc(Cl)c2)CC(O)=C1C=Nc1ccccc1 (stereo unspecified),3.4,-5,12,99,103,-6,8,-3,14,-5,-5
CCC(=O)N/N=C(\C)CC(=O)Nc1cccc([N+](=O)[O-])c1,-0.2,-10,3,93,95,-8,7,-1,17,-11,-1
COc1ccc(Oc2c(O)c3ccccc3n(C)c2=O)cc1,0.4,-4,-2,17*,9.1*,-5,1,2,11,-8,0
CNCC(C)COc1ccccc1OCc1ccccc1 (stereo unspecified),5.1,-2,1,100,101,-1,0,-1,13,-4,-3
# Continuation.
SMILES,ABCB1 inh,Bim-Bcl-W,Avidin fluor,RGS7-Gao reg,RGS4-Gao reg,Bcl-B Bim block,ABCG2 block,Bim-Bfl-1,GSH bead fluor,Bim-Bcl-XL,Bcl-2 Bim block
O=C(NCC1CCCO1)C(c1ccc(F)cc1)N(Cc1ccc2c(c1)OCO2)C(=O)c1ccc(CN2CCOCC2)o1 (stereo unspecified),-0.1,-2,10,97,100,-3,0,-5,17,-2,-5
Cc1cc(N)n2nc(-c3ccccc3)cc2n1,0.7,-2,3,101,98,-4,2,-2,7,-2,-3
CC(C)C(=O)Nc1ccc2c(c1)nc(CCN1CCN(C)CC1)n2C,0.7,1,11,95,87,2,3,-2,8,0,-3
CC(=O)NNC(=O)CCn1nnc2ccccc21,0.8,1,10,107,106,1,3,0,17,1,4
COc1ccccc1CNS(=O)(=O)N(C)C,0.5,-2,7,98,99,-7,1,-5,20,-2,-2
CCOCCc1nnc(NC(=O)c2cccs2)s1,0.2,2,8,98,99,-10,3,-12,43,-5,-7
CCOc1ccccc1CNC(=O)c1cc2oc3ccccc3c2n1C,0.2,-1,39,98,98,-3,3,0,19,-5,0
CCS(=O)(=O)c1ccc2c(c1)N(S(C)(=O)=O)CC(C(=O)NCCOC)O2 (stereo unspecified),0.3,0,12,97,101,-14,1,-16,13,-8,-13
COc1ccc(OC)c(NC(=O)C23CCC(C)(C(=O)O2)C3(C)C)c1 (stereo unspecified),0.0,-2,6,111,114,-8,0,-9,28,-11,-6
CNC(=O)c1c[nH]n2c(=O)c(Cc3ccccc3F)c(C)nc12,0.2,2,7,104,103,-2,0,-5,14,-3,-2
N=c1c2c3c(sc2ncn1N)CCCC3,0.2,-4,10,105,102,-5,1,-7,14,-10,-6
Cc1ccc(N2C(=O)[C@@H]3[C@H](C2=O)C2c4ccccc4C=NN2[C@@H]3C(=O)c2ccc(Cl)cc2)cc1 (stereo partly specified),3.2,1,16,100,104,-3,2,-19,10,1,-23
CCN(Cc1ccccc1)C(=O)c1nn(-c2ccc(OC)cc2)c(=O)c2c1c1ccccc1n2C,1.3,-2,11,94,102,-7,3,-3,11,-4,-3
CC(=O)c1ccc(C(=O)Nc2ccc(N3CCOCC3)cc2)cc1,-0.6,3,11,100,99,0,1,0,19,0,-3
COc1ccc(CNC(C)(C)C)cc1Cl,0.2,-2,31,97,94,-2,2,-4,14,-4,0
c1nc(N2CCCC2)c2[nH]cnc2n1,2.1,nt,5,85,90,nt,7,nt,26,nt,?
Cc1ccc2c(Cl)c(C(=O)Nc3nn[nH]n3)sc2c1,-0.1,-5,11,98,102,-3,1,-6,15,-7,-2
O=C(NNC(=S)NC(=O)c1ccccc1[N+](=O)[O-])c1ccccc1,-0.2,-8,6,101,99,-42,0,0,19,-7,-10
C=CCNc1nc(Nc2ccc(-c3nc4ccccc4o3)cc2)nc(N2CCOCC2)n1,0.3,0,13,103,100,0,1,-1,14,-1,-6
COc1cccc(C2=CC(c3ccc(OC)c(OC)c3OC)n3nnnc3N2)c1 (stereo unspecified),1.0,2,30,96,102,-3,4,-5,25,1,-3
Cn1c(=O)[nH]c(=O)c2c1nc(CN1CCN(Cc3ccccc3)CC1)n2CC(N)=O,0.5,2,7,96,96,-5,1,-8,20,-2,-4
NC(=O)c1oc2ccccc2c1NC(=O)c1ccco1,0.1,-4,21,98,101,-5,6,-7,13,-5,-2
CN1CCc2c(OCC(=O)N3CCC(Cc4ccccc4)CC3)cccc2C1=O,1.9,-2,11,?,101,-7,23,-8,16,-6,-2
O=C(NC1c2ccccc2-c2ccccc21)c1ccco1,nt,2,4,101,99,-3,nt,-9,18,-4,0
COc1ccccc1-c1nnc2sc(COc3ccc(F)cc3)nn12,0.0,1,16,110,110,-5,1,-2,13,-2,-5
# (more compounds)
SMILES,ABCB1 inh,Bim-Bcl-W,Avidin fluor,RGS7-Gao reg,RGS4-Gao reg,Bcl-B Bim block,ABCG2 block,Bim-Bfl-1,GSH bead fluor,Bim-Bcl-XL,Bcl-2 Bim block
COc1ccccc1N/C=C/C(=C(C#N)C#N)N(C)C,-0.2,-1,3,91,93,-3,2,-2,10,-2,-5
COc1cc(C)ccc1OCCOc1ccccc1Cl,0.5,1,13,101,100,-11,3,-16,35,-4,-13
COc1ccc(C(C(=O)NC(C)(C)C)N(C(=O)CNC(=O)c2cccs2)c2ccc(NC(C)=O)cc2)cc1OC (stereo unspecified),-0.1,-2,7,90,94,1,-1,5,23,1,4
CCO[C@@H]1OC(C(=O)NC2CC2)=C[C@H](c2csc3ccccc23)[C@H]1CCCO,0.9,1,6,100,100,-2,10,-6,16,-1,-2
CC(OC(=O)c1ccc(S(=O)(=O)NCc2ccco2)cc1)C(=O)Nc1ncc(Cl)cc1Cl (stereo unspecified),0.3,-2,2,97,98,-5,0,0,6,-4,-3
O=C(Cc1cccs1)NNC(=S)NC(=O)c1ccco1,-0.2,0,10,103,104,-34,-1,-4,15,-2,-2
Cc1ccc(CNC(=O)CSc2ccc(-c3cccs3)nn2)cc1,0.1,-5,11,102,101,-21,1,-9,18,-9,-8
N=C(c1cccc([N+](=O)[O-])c1)N1CCCCCC1,1.6,-2,10,106,98,0,1,0,19,-1,-4
Cc1cc(NC(=O)COC(=O)c2cccc(OCc3ccccc3)c2)no1,-6.7,0,9,97,88,3,-2,3,31,0,-1
CCOC(=O)c1[nH]c2ccc(C)cc2c1N,0.7,0,37,101,102,-6,21,0,26,-1,1
Cc1cnn(-c2cc(N/N=C/c3ccccc3F)ncn2)c1,-0.3,-1,12,103,97,0,0,3,8,-1,0
Cc1cc(NC(=O)CS(=O)(=O)c2cn(Cc3ccccc3Cl)c3ccccc23)no1,1.9,1,29,98,102,-6,7,-11,22,-1,-5
CN(C)CCCN1C(=O)C(=O)/C(=C(/O)c2ccncc2)C1c1cccnc1 (stereo unspecified),0.6,-2,12,84,81,0,1,-1,10,-4,-1
CN(C)c1nc(N)nc(CSc2nc3cc(Cl)ccc3o2)n1,0.5,-2,11,96,99,-3,7,-1,26,-3,0
COc1ccccc1C(=O)NCc1ccc2c(c1)OCO2,0.2,2,14,102,96,-5,3,-1,9,1,-1
CC(=O)Nc1ccc(NC(=O)C(C)OC(=O)c2ccc(C)s2)cc1 (stereo unspecified),1.2,-3,9,101,99,-4,5,-5,9,-3,-4
